HCT116 bCat-KO – primary screen for growth suppressors in beta-catenin knockout HCT116 cells (colon tumor, human); viability, % at 10 µM; 140,000 compounds, 1.5% hits; HCT116 beta-catenin knockout viability, CellTiter-Glo, 60 h; stronger effect = lower value;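 active means viability at or under a set limit, the compound median less 4 SD, cut at about 6% in these data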;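 further: 0% = Hyamine 1622 control at 20 µM and 100% = untreated cell control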
GALR2 antag – GALR2 antagonists in receptor-expressing cells, primary screen; 140,000 compounds, 0.39% hits; inhibition, % at 4 µM; antagonist mode; Galanin receptor type 2 (Homo sapiens), O43603; AID 828, 2007; in the data active means inhibition above about 27%;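 further: cells stimulated with galanin 1-16 at roughly its EC80; 0% = agonist challenge control and 100% = basal control without agonist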
Target sequence (O43603 whole entry, looked up): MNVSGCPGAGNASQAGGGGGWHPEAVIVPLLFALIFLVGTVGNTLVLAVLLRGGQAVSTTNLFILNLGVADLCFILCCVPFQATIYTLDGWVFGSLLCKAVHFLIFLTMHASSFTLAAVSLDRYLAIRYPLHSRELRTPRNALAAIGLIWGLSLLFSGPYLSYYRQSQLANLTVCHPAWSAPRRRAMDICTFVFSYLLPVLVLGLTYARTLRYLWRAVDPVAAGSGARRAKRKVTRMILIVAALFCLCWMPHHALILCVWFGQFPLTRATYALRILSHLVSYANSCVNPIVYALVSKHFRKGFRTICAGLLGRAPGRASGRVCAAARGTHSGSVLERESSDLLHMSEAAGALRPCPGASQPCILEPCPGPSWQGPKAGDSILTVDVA
MRP-1 activ – H69AR viability gain despite doxorubicin, primary screen, MRP-1 activator project, H69AR cells, CellTiter-Glo; 140,000 compounds, 0.61% hits; viability increase, % at 10 µM; viability rescue;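 active means viability gain under doxorubicin at or above a set limit, the compound median plus 3 SD, cut at about 4.7% in these data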;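 further: MRP-1 overexpressing cells given doxorubicin 25 µM after compound pretreatment; 18-22 h compound pretreatment then 72 h with doxorubicin before readout; 0% = doxorubicin-only wells and 100% = vehicle-treated cells without doxorubicin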
Yeast growth inh – growth inhibitors of yeast BB579 in restrictive medium, primary screen, yeast lifespan-shortening project, S. cerevisiae; 140,000 compounds, 0.51% hits; OD615, 48 h; AID 804, 2007; inhibition, % at 10 µM;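 active means inhibition above a set limit, 3 SD over the mean compound inhibition, cut at about 44% in these data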; further: inactives centre near -24
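test system = yeast BB579 (DeaD) | buffer or medium = restrictive CSMM-D medium | doses = single compound dose of 10 µM, 0.25% DMSO final | times = 4 h preincubation and 48 h exposure at 30 °C | technique = culture absorbance at 615 nm | benchmarks = amphotericin B 10 µg/mL, positive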
PTEN del growth – growth suppression of PTEN-null HCT116, primary screen, cell-based, CellTiter-Glo. 140,000 compounds, 1.2% hits. viability, % at 10 µM. HCT116 PTEN-null viability, 60 h; stronger effect = lower value. AID 827, 2007;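 active means viability at or below a set limit, 4 SD under the median of all tested compounds, cut at about 3.7% in these data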;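 further: PTEN knockout HCT116 line with beta catenin targeted HCT116 as companion control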
Phagocyt inh – inhibitors of macrophage phagocytosis, primary screen, imaging, J774A.1 cells, IgG beads; J774A.1 macrophage IgG-bead phagocytosis; inhibition, % at 5 µM; 110,000 compounds, 0.07% hits; AID 1029, 2008;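 active means inhibition above the mean of the plate negative controls plus 5 SD, cut at about 13% in these data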;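 further: phagocytic index as fraction of beads internalized from green versus red external bead signal; plate controls were DMSO negative control for no effect and cytochalasin-D positive control for full effect; some results beyond the cut were filed as inactive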
Yeast life ext – compounds extending yeast replicative lifespan, primary screen, S. cerevisiae, OD615; S. cerevisiae growth with nicotinamide; deaD strain in restrictive glucose medium; inhibition of the nicotinamide effect, % at 10 µM; 130,000 compounds, 0.68% hits; AID 775, 2007;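 active means inhibition above a set limit, placed 3 SD over the median of all compounds, cut at about 26% in these data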;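 further: 0% = nicotinamide-treated wells and 100% = cells grown without nicotinamide; some compounds called inactive have numbers as strong as hits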
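assay system = DeaD-strain S. cerevisiae | measured by = absorbance at 615 nm | probe or stimulus = nicotinamide 1.5 mM | buffer or medium = CSMM-D glucose medium, restrictive | times = 48 h at 30 °C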
E-sel TNF inh – E-selectin induction blockers in HUVEC – imaging, immunofluorescence, high content, primary screen. HUVEC TNFa-induced E-selectin immunofluorescence. inhibition, % at 2 µM. 120,000 compounds, 0.71% hits;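 active means inhibition above the batch mean plus 3 SD, and confirmed as a hit on visual image review, cut at about 43% in these data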;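 further: 0% = TNF-stimulated DMSO wells and 100% = unstimulated control wells; not every result past the cut was called active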
Measles CPE – compounds protecting cells from measles virus cytopathic effect, primary screen, measles RdRp inhibitor project, single point, MLSMR library, absorbance; Measles virus-infected cells, CPE protection; protection (pct of control), % at 4 µM; 140,000 compounds, 1.5% hits; in the data active means protection mostly above about 24%, no sharp cut-off; inactive means mostly below about 26%; further: some compounds called inactive have numbers as strong as hits
NPY-Y2 antag – NPY-Y2 receptor antagonists, primary screen, cell-based. Neuropeptide Y receptor type 2 (Homo sapiens), P49146. NPY-Y2 expressing cells, antagonist mode. inhibition, % at 2.7 µM. 140,000 compounds, 0.99% hits; in the data active means inhibition above about 17%;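 further: 0% = vehicle with agonist challenge and 100% = reference antagonist with challenge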
Target sequence (P49146 whole entry, looked up): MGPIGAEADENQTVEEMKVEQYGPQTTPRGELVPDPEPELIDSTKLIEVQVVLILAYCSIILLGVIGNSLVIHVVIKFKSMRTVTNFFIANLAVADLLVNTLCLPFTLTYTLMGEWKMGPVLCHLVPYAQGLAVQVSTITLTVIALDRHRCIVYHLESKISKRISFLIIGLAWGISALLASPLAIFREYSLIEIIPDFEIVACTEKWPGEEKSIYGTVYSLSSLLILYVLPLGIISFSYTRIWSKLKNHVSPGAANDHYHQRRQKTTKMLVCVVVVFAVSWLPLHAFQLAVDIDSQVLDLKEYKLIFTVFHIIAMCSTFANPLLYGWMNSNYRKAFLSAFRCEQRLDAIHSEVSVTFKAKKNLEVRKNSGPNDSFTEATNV
Numbers without * were called inactive; . = no result given; & = joins results of further samples.

SMILES	HCT116 bCat-KO	GALR2 antag	MRP-1 activ	Yeast growth inh	PTEN del growth	Phagocyt inh	Yeast life ext	E-sel TNF inh	Measles CPE	NPY-Y2 antag
CC(C)N1CC(O)=C(c2nc3ccccc3[nH]2)C1=N	84	3	-0.7	-13	87	2	-8	.	7	-2
C/C(=N\NS(=O)(=O)c1ccc(Cl)c([N+](=O)[O-])c1)c1cc2ccccc2o1	93	-5	-1.2	-49	96&94	-1	-4	.	20	6
CC1CCC(C(C)C)C(OC(=O)CSc2nccc(=O)[nH]2)C1 (centres undefined)	107	-10	-0.1	17	91	0	2	-22	2	3
Cc1sc2nc(C(C)C)nc(SCC(=O)N3CCN(C(=O)c4ccco4)CC3)c2c1C	27	2	-5.0	-32	26	-1	-3	38	1	2
N#C/C(=C(/O)CN1CCN(c2ccccc2F)CC1)c1nc(-c2ccc(Cl)cc2)cs1	91	-11	-2.0	-23	83	.	-3	9	5	2
O=C(COc1ccccc1Br)N1CCN(c2ccccc2)CC1	93	1	-0.8	-20	99	1	-8	5	8	4
O=C(CC1NCCNC1=O)Nc1ccc2c(c1)OCO2 (centres undefined)	95	0	-2.4	-17	96	-2	-5	4	6	2
O=C(Nc1ccc(F)cc1)c1ccc(-n2ccnc2)nc1	97	4	0.1	-15	97	.	-28	-18	3	0
Cc1ccc(S(=O)(=O)NC2CCCCC2)c2nsnc12	89	8	-1.8	-22	95	2	7	-23	3	1
CCOc1ccc(C(=O)N/N=C/c2cccc3cccnc23)cc1	10	12	-2.4	-21	8	.	-23	-6	2	8
S=C(Nc1cccc(Cl)c1Cl)Nn1cnnc1	92	-1	0.1	16	97	-6	0	6	16	2
Cc1ccc(Cn2nnc3c(=O)n(CC(=O)NCc4ccc5c(c4)OCO5)cnc32)cc1	86	10	-2.3	-22	81	.	.	-42	13	6
O=C1OC(Cc2ccccn2)C(O)=C1C1=NCCCCN1 (centres undefined)	91	-12	-2.6	-27	103	-4	-3	.	7	-1
CC1CCN(C(=O)c2ccc(S(=O)(=O)N(C)C)cc2)C(C)C1 (centres undefined)	87	11	-3.2	9	101	-1	-17	13	8	0
Cc1cc(C)n(CC(=O)N/N=C/c2cccc([N+](=O)[O-])c2)n1	91	-9	-0.9	10	100	0	1	.	24	0
CCC(C)Sc1nnc(-c2c[nH]c3ccccc23)n1CCOC (centres undefined)	89	-14	-1.9	-23	89	2	-1	.	8	7
COc1cc2c(cc1OC)CN(S(C)(=O)=O)CC2	94	2	0.2	-19	106	0	-13	.	7	2
CCN1CCN(C(=O)c2ccccc2N(C)S(=O)(=O)c2ccc(C)cc2)CC1	87	-16	-0.8	-26	97	2	-7	-14	6	3
CCn1c(=O)cc(SCC(=O)N2CCOCC2)c2ccccc21	71	-1	-1.9	-39	76	1	-12	0	8	6
COc1ccc(CCN(C)c2ccc(S(=O)(=O)N3CCCC3)cc2[N+](=O)[O-])cc1OC	68	-2	-0.6	-35	59	.	5	58	24	3
O=C(CN1C2=NCCCN2c2ccccc21)c1ccc2c(c1)OCO2	90	11	-1.4	-53	88	-1	-2	-12	6	3
CC(=O)N(C)c1ccc(OCC(O)CN(Cc2ccco2)S(=O)(=O)c2ccc(C)cc2)cc1 (centres undefined)	55	-10	-1.7	-7	58	0	-13	-15	29	4
Cc1cc(C)c(S(=O)(=O)c2ccccc2C)c(Oc2ccccc2)n1	93	8	-0.7	-49	76	0	-1	5	2	3
COc1ccc(C(=O)O/N=C(\N)c2ccncc2)cc1OC	89	6	-3.7	-19	97	-3	3	-9	9	2
COc1ccc(CCNC(=O)CN2CCN(c3ccccc3Cl)CC2)cc1	64	-9	-0.8	-43	70	2	-14	-6	6	11
CC(=O)c1c(C)[nH]c(C(=O)OCC(=O)Nc2ccc(C)cc2[N+](=O)[O-])c1C	16	40*	-2.7	-25	15	.	-4	-2	1	0
N[C@@H](Cc1ccccc1)c1nnc2sc(SCc3ccccc3)nn12	92	-4	-4.4	-21	90	9	-4	10	2	4
CN1CCc2c(sc3c2c(NCc2ccco2)nc2nnnn23)C1	87	11	-1.4	-28	97	-1	-2	-11	10	2
CCOC(=O)c1cnc(-c2ccccc2)nc1N	69	9	-0.9	-13	80	0	-7	10	14	2
CC(C)[C@H](NS(=O)(=O)c1ccccc1)C(=O)OCC(=O)Nc1ccccc1Sc1ccccc1	82	1	-0.8	-24	91	-8	11	.	14	2
Cc1cc(C)nc(NS(=O)(=O)c2ccc(N3C(=O)C4CC=C(Cl)CC4C3=O)cc2)n1 (centres undefined)	95	10	0.3	6	96	0	-16	54	6	-1
CCOC(=O)CC1=C(C(=O)OCC)C(c2ccncc2)C(C#N)=C(N)O1 (centres undefined)	96	7	-4.0	-14	89	-1	0	18	15	-1
Cc1sc2c(c1C)CN(C(C)(C)C)CN2C(=O)c1ccccc1	91	1	-0.4	-24	85	-2	-17	10	6	3
O=C(NN=C1CCCCCCCCCCC1)c1ccccc1F	96	-13	-2.3	-10	96	-7	-3	18	50*	2
COCc1[nH]nc2c1C(c1ccccc1F)C(C#N)=C(N)O2 (centres undefined)	98	2	-2.3	-32	103	1	2	-50	15	2
COc1ccccc1C(=O)NC(CCSC)C(=O)OCC(=O)NC(=O)NCc1ccco1 (centres undefined)	90	1	-1.2	-48	88	2	-8	97*	9	2
O=C(CN(Cc1cccs1)S(=O)(=O)c1ccc(S(=O)(=O)N2CCCCC2)cc1)Nc1ccccc1	87	1	-0.2	-35	88	4	4	.	11	-1
COc1ccc(OCC(=O)OCCN(C)C)cc1	107	0	0.8	-18	99	2	-21	16	7	5
CC(C)(CNC(=O)c1cc(=O)[nH]c2ccccc12)N1CCOCC1	107	-9	-1.2	-3	88	0	-6	-37	7	2
Cn1nnc2cc(C(=O)NCc3ccc4c(c3)OCO4)ccc21	97	-6	-1.0	-12	97	2	-5	32	6	7

3 compounds from above, sorted by count of non-hydrogen atoms, highest first.
SMILES	HCT116 bCat-KO	GALR2 antag	MRP-1 activ	Yeast growth inh	PTEN del growth	Phagocyt inh	Yeast life ext	E-sel TNF inh	Measles CPE	NPY-Y2 antag
CN1CCc2c(sc3c2c(NCc2ccco2)nc2nnnn23)C1	87	11	-1.4	-28	97	-1	-2	-11	10	2
Cc1sc2c(c1C)CN(C(C)(C)C)CN2C(=O)c1ccccc1	91	1	-0.4	-24	85	-2	-17	10	6	3
CC1CCC(C(C)C)C(OC(=O)CSc2nccc(=O)[nH]2)C1 (centres undefined)	107	-10	-0.1	17	91	0	2	-22	2	3

Other records
SMILES	HCT116 bCat-KO	GALR2 antag	MRP-1 activ	Yeast growth inh	PTEN del growth	Phagocyt inh	Yeast life ext	E-sel TNF inh	Measles CPE	NPY-Y2 antag
CCOC(=O)c1c(NC(=O)Cn2c(=O)oc3ccccc32)oc(C)c1C(C)=O	92	4	-2.6	-37	90	.	-7	-8	8	5
O=S(=O)(c1ccc(F)c2ccccc12)N1CCCCC1	90	-7	-3.2	-6	91	.	-20	-3	5	13
O=C(CNC(=O)c1ccc(Cl)cc1Cl)OCC(=O)c1ccc2c(c1)OCCO2	89	11	-0.9	-17	104	1	-8	7	16	7
CCc1ccc2c(c1)C1(NN=C(c3cccc4ccccc34)S1)C(=O)N2 (centres undefined)	10	29*	-6.3	66*	11	.	.	6	8	1
Cc1nn(CC(=O)Nc2ccc(S(=O)(=O)N(C)C)cc2)c(C)c1[N+](=O)[O-]	80	12	0.7	-5	98	-11	-3	.	15	0
Cc1nc(NC(=O)c2ccccc2)sc1-c1csc(Nc2ccc(Cl)cc2Cl)n1	95	-8	-1.9	-72	99	.	-6	-3	4	-3
CC(NC(=O)C1CCCC1)c1ccc2c(c1)OCCO2 (centres undefined)	93	12	-1.5	-20	101	2	5	-21	13	1
CC(C)(C)OC(=O)NNC(=O)c1ccc(Cl)cc1	100	-4	1.3	8	106	0	0	-28	3	0
C=CCOc1c(Cl)cc(CNc2ccc(C)c(Cl)c2)cc1OC	16	5	-5.6	-18	13	7	-1	-25	4	11
O=C(CCc1ccc(S(=O)(=O)N2CCOCC2)cc1)NN=C1CCCCCCC1	95	-8	1.7	-9	105	-5	-1	.	4	2
CCC(CC)C1C(C#N)=C(N)SC(N)=C1C#N	86	0	-0.1	-13	92	.	.	-11	14	4
O=C1C(=O)N(CCOCCO)C(c2ccccn2)/C1=C(\O)c1ccccc1 (centres undefined)	93	-5	0.0	-29	108	3	1	-7	6	1
O=S(=O)(Nc1ccc2nc(-c3ccc(Br)o3)[nH]c2c1)c1ccccc1	64	4	-0.5	-12	59	.	-7	5	23	5
O=C(Oc1cccc(-c2cnc3ccccc3n2)c1)c1ccco1	85	-2	-4.1	-31	75	.	-12	-14	5	3
O=S(=O)(c1cccc(C(F)(F)F)c1)N(CCCN1CCOCC1)Cc1cccs1	82	5	-3.5	-17	89	0	1	-3	4	4
CCOC(=O)c1c(-c2cccc([N+](=O)[O-])c2)csc1NC(=O)C1CCCCC1	81	-9	9.4*	-31	91	.	.	.	19	6
COc1ccccc1-c1nc2ccccc2nc1-c1ccccc1	83	7	1.9	-13	77	-1	3	.	20	0
Cn1c(=O)c2c(nc(N3CCN(c4ccccc4)CC3)n2CCCc2ccccc2)n(C)c1=O	58	2	-0.9	-30	69	0	-12	14	11	1
CCC(CC)NC(=O)c1cccc(NC(=O)C(C)C)c1	91	2	0.4	-5	101	-4	0	12	4	-2
O=C(Cn1c(=O)oc2cc(S(=O)(=O)N3CCCC3)ccc21)Nc1cccc(C(F)(F)F)c1	84	6	-2.1	-23	76	1	-4	.	24	-1
Cc1ccc(NC(=O)/C=C/c2ccc([N+](=O)[O-])s2)c(C)c1	2.6*	33*	-6.3	-44	1.1*	-4	7	.	2	2
Nc1nonc1C(=O)OCC(=O)N1CCOCC1	91	10	0.0	-18	89	.	-8	.	4	1
CCCn1c(=N)n(CC(=O)OCC)c2ccccc21	92	5	0.8	15	.	4	-3	-8	25	1
CC[n+]1c(/C=C/N(C)c2ccccc2)oc2ccc(Cl)cc21	76	3	-2.7	-16	66	-7	0	.	10	4
COC(=O)c1sccc1NC(=O)C1CC=CCC1C(=O)O (centres undefined)	90	6	-2.3	-51	96	-3	3	-12	4	2
COc1cc(/C=N/NC(=S)Nc2cccc(S(=O)(=O)N(C)C)c2)cc(OC)c1O	85	9	-2.4	-15	84	1	-4	.	6	2
COc1ccc(S(=O)(=O)NCCc2c(C)nn(C)c2Oc2ccccc2)cc1	88	1	-3.2	-14	84	0	-11	.	16	2
CCOc1ccc(N2CSC3=C(C#N)C(c4ccco4)CC(=O)N3C2)cc1 (centres undefined)	71	-5	-4.3	-32	76	0	-12	-22	12	4
COc1ccc(-n2c(SCC(=O)OC(C)C)nnc2-c2ccccn2)cc1	102	-3	-1.4	-3	95	0	-10	8	20	4

Screening data from PubChem BioAssay.
